High-throughput results: PubChem, National Center for Advancing Translational Sciences (NCATS)
KB-3-1 cytotox: KB-3-1 parental cell cytotoxicity; KB-3-1 viability, CellTiter-Glo ATP luminescence, 72 h; Potency, µM (highest dose often 46.1 µM), for inactives: at the top dose activity change, negative = cytotoxic, hits mostly cytotoxic; 1.4% of 400,000 active; AID 1347075; further: potency means the concentration at half of the fitted maximal effect; on the % scale 0 is the no-effect control and ±100 the full control effect; nearly all actives have a fitted effect of over 60% in size
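KB-3-1 cells, DMEM (no phenol red) + 10% FBS; compound by pin transfer, 72 h, 37 °C. Readout: CellTiter-Glo luminescence after 10 min. Data normalized, curve-fitted.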
KB-V1 cytotox: kills drug-selected multidrug resistant KB-V1 cells; KB-V1 MDR cells viability, CellTiter-Glo, 72 h; Potency, µM (doses to about 46.1 µM), inactives show at the top dose activity change, negative = cytotoxicity, usual class: cytotoxic; 3.4% of 400,000 active; AID 1347076; further: potency means the concentration at half of the fitted maximal effect; on the % scale 0 is the no-effect control and ±100 the full control effect; nearly all actives have a fitted effect of over 60% in size
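Readout: CellTiter-Glo luminescence, 10 min after addition. Cells: KB-V1 MDR subline, 72 h at 37 degrees C with compound. Analysis: corrected, normalized data fitted to concentration-effect curves.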
DRD3 agonist: D3 dopamine receptor (human) agonism | max activation, % | 0.58% of 410,000 active | P35462 | D3R DiscoveRx beta-arrestin cells, luminescence, 90 min | AID 652048; in the data active means max activation above about 30%; further: 0% is about no effect; mostly tested at two doses, the higher about 12 µM
Target sequence (P35462 whole entry, looked up): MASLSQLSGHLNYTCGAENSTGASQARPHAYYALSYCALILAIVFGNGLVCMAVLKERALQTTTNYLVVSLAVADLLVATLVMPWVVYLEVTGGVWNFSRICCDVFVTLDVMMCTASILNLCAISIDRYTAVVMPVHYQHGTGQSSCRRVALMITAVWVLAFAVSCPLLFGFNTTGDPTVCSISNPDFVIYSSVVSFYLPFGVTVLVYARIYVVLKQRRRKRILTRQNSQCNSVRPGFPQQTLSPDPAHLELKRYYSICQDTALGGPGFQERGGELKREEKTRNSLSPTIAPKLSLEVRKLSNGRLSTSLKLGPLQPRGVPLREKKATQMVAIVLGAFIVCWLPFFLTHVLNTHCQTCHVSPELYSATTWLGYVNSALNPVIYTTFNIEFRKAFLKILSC
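Agonist-mode cell screen: cells plated at 1500/well and incubated overnight at 37 °C, then exposed to library compounds for 90 min at 37 °C. Detection reagent was added for 30–60 min at room temperature, and luminescence was read.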
* = called active by the depositor; ? = inconclusive. Unless noted, the call rests on the fitted dose curve; in most records, active means well fitted cell-killing curve with a large enough effect; inconclusive means small, poorly fitted or top-dose-only effect, or effect the other way; inactive means flat fitted curve, though single readings scatter.

SMILES	KB-3-1 cytotox	KB-V1 cytotox	DRD3 agonist
CN(Cc1nc(-c2ccc(Cl)cc2)no1)S(=O)(=O)c1ccccc1	0%	-11%	-11
CCOc1ccc(Nc2c(S(=O)(=O)c3ccccc3)cnc3ccccc23)cc1	?	?	-20
COc1ccc(NC(=O)CSc2oc(-c3cccs3)nc2S(=O)(=O)c2ccc(C)cc2)c(OC)c1	3%	0%	8
O=c1c2ccccc2n2c(-c3ccccc3O)nnc2n1Cc1ccc(F)cc1	-1%	3%	3
CCN(CC)C(=O)Cn1c(SCC(=O)Nc2ccc(F)cc2)nc2ccccc21	-12%	0%	-7
CC(C)CCNC(=O)c1c2c(nc3ccccc13)C(=O)N(C1CCCCC1)C2	-2%	2%	0
COc1ccc(C(=O)NCCSc2c[nH]c3ccccc23)cc1OC	15%	4%	-7
Cn1c(=O)n(C)c2cc(N3CCOCC3)c(NS(=O)(=O)c3ccc(Br)cc3)cc21	-3%	-6%	1
Cc1ccc2nc(NCc3ccccc3Cl)c3nnnn3c2c1	18%	13%	6
NC(=O)c1c(NC(=O)CS(=O)(=O)c2ccc(Cl)cc2)sc2c1CCCCC2	-20%	-1%	5
COc1cc(OC)c(NC(=O)c2nn(-c3ccc(C)cc3)c(=O)c3c2c2ccccc2n3C)cc1Cl	1%	12%	-3
O=C(NCc1cccs1)c1ccc(CSc2nc3cccnc3n2Cc2ccc(F)cc2)cc1	?	-7%	-8
CCn1c(=O)c(=O)n(CC)c2cc(N3CCCCC3)c(NC(=O)c3ccccc3OC)cc21	-1%	-14%	-5
CC(=O)N1CCCc2cc(S(=O)(=O)N3CCCC(C(=O)NC(C)C)C3)ccc21 (stereo not given)	-7%	-10%	-2
Cc1ccc2nc(-c3ccncc3)c(Nc3ccccc3C)n2c1	2%	11%	5
CSc1ncc(C(=O)NCc2ccc(C)cc2)c(C)n1	-4%	-20%	-2
O=C(Nc1ccc(F)cc1)Nc1csc2c1CCCC2	-6%	21%	-18
COc1ccc(N2CCN(C(=O)C(CC(C)C)NS(=O)(=O)c3ccc4nc(C)sc4c3)CC2)cc1 (stereo not given)	-8%	-3%	5
Cc1cc(C)c(S(=O)(=O)N2CCC(n3c(C(F)(F)F)nc4cccnc43)CC2)c(C)c1	6%	0%	2
CCC(=O)N1CCc2cc(Br)cc(S(=O)(=O)CCC(=O)N(CC)Cc3ccccc3)c21	0%	-5%	-10
O=C(c1ccc(CSc2nc3ccncc3n2Cc2cccc(F)c2)cc1)N1CCCCC1	?	0%	2
O=C(c1ccc([N+](=O)[O-])cc1)N1c2ncnn2C2(CCCCC2)[C@@H]2CCCC[C@@H]21	5%	8%	-11
COc1cccc(N2CCN(C(=O)C3CCCN(S(=O)(=O)c4ccc(Br)s4)C3)CC2)c1 (stereo not given)	-10%	-21%	7
Cc1c(NC(=O)Nc2ccccc2C(F)(F)F)sc2nc3n(c(=O)c12)CCC(C)CC3 (stereo not given)	0%	?	-3
Cc1cc(C)c2c(=O)cc(CSc3nnc(-c4ccccc4)n3C)[nH]c2c1	3%	14%	3
Cc1ccc(-n2ncc3c(N4CCN(C)CC4)ncnc32)cc1C	-4%	11%	12
CCOc1ccc(NC(=O)N2CCN(c3nnc(C)c4c(C)n(-c5ccccc5)nc34)CC2)cc1	0%	0%	-1
CCOc1ccc(CCNC(=O)c2cc3c(s2)-c2c(C)cccc2OC3)cc1	0%	-4%	-13
Cc1ccc(C(=O)Nc2ccc(S(=O)(=O)Nc3onc(C)c3C)cc2)cc1	0%	-16%	0
CCOC(=O)c1c(NC(=O)c2cc(=O)c3c(C)cc(C)cc3o2)sc2c1CCC2	-1%	?	4
COc1cccc(C(=O)c2sc(Nc3ccc(F)c(Cl)c3)nc2N)c1	-26%	8%	-9
CCc1ccc(CN(Cc2cn[nH]c2-c2ccc(OC)cc2)C(=O)Nc2cc(Cl)ccc2OC)cc1	?	?	11
COc1ccc2c(c1)CCc1c(C(=O)Nc3c(C)nn(Cc4c(Cl)cccc4Cl)c3C)noc1-2	3%	-5%	4
O=C(NCc1ccc(F)cc1)c1ccc2c(c1)nnn2C1CCCC1	9%	3%	-12
CCC(=O)N1CCc2cc(S(=O)(=O)NC(Cc3ccccc3)C(=O)NCc3ccc(C)cc3)ccc21 (stereo not given)	8%	8%	3
COc1ccc(NC(=O)CN(Cc2ccccc2)S(=O)(=O)c2ccc(C)cc2)cc1Cl	-24%	?	-9
Cc1ccc2nc(-c3ccco3)c(Nc3ccc4c(c3)OCCO4)n2c1	3%	1%	3
O=C(NCc1ccccc1)c1ccc(CSc2nc3cccnc3n2Cc2cccc(F)c2)cc1	?	?	-27
CCN(C(=O)c1cnc2ccc(C)cn2c1=O)c1ccccc1	11%	?	-4
Cc1ccc(CS(=O)(=O)c2cn(CC(=O)N(C)c3ccccc3)c3ccccc23)cc1	-5%	-27%	0

Pulled by compound from above, 3 records:
SMILES	KB-3-1 cytotox	KB-V1 cytotox	DRD3 agonist
COc1cccc(C(=O)c2sc(Nc3ccc(F)c(Cl)c3)nc2N)c1	-26%	8%	-9
COc1ccc(NC(=O)CN(Cc2ccccc2)S(=O)(=O)c2ccc(C)cc2)cc1Cl	-24%	?	-9
CCc1ccc(CN(Cc2cn[nH]c2-c2ccc(OC)cc2)C(=O)Nc2cc(Cl)ccc2OC)cc1	?	?	11

Next structures:
SMILES	KB-3-1 cytotox	KB-V1 cytotox	DRD3 agonist
CC1=C(C(=O)Nc2ccccc2)C(c2ccccc2C)n2nc(SCC(=O)c3ccc(C)cc3)nc2N1 (stereo not given)	1%	0%	-9
COc1ccc(Br)cc1C(=O)Nc1nc2ccc(F)cc2s1	-10%	13%	3
COc1ccc(OC)c(-c2cc(C(=O)NCCc3ccccc3)c3c(-c4ccc(C)cc4)[nH]nc3n2)c1	-12%	5%	0
COc1cc(NC(=O)Cn2nnc(-c3ccc(C(F)(F)F)cc3)n2)c(C(=O)O)cc1OC	-8%	19%	7
COc1ccc2[nH]cc(S(=O)(=O)c3ccc(C)c(C)c3)c(=O)c2c1	-1%	2%	5
COc1ccccc1CNS(=O)(=O)c1ccc2[nH]c3c(c2c1)CCCCC3	-13%	-6%	5
Cc1oc(-c2ccccc2F)nc1Cn1c(SCc2ccccc2F)nc2ccncc21	-5%	0%	-19
Cc1cccc(N(C)C(CNS(=O)(=O)c2ccccc2)c2ccccc2)c1 (stereo not given)	-18%	?	4
Cc1ccc(NC(=O)Cn2c(-c3ccc4c(c3)OCO4)cn(-c3ccccc3)c2=O)cc1C	1%	-12%	0
COc1ccc(NC(=O)Cn2c(=O)n(-c3cccc(C)c3)c(=O)c3c2c2cc(C)ccc2n3C)cc1OC	-3%	9%	2
CCc1sc(Nc2cccc(C)c2C)nc1-c1cc2cccc(OC)c2oc1=O	8%	15%	11
Nc1nnc(SCC(=O)Nc2ccccc2C(F)(F)F)s1	3%	28%	3
COc1cc(NC(=O)c2noc3c2CCc2ccccc2-3)cc(OC)c1OC	5%	-6%	-1
COC(=O)c1cccc(Nc2c(-c3ccc(OC)cc3)nc3nc[nH]n23)c1	19%	0%	2
Cc1cc(Br)ccc1NC(=O)Cn1cnc2sc(C)c(S(=O)(=O)N3CCN(C)CC3)c2c1=O	1%	11%	-8
COC(=O)c1sccc1S(=O)(=O)N(CC(=O)Nc1cc(C)cc(C)c1)c1ccc(Cl)cc1	-19%	-15%	-3
O=C(COc1ccccc1Cl)Nc1cc(-c2ccccc2F)nn1-c1ccccc1	-2%	?	-2
COCCNC(=O)CCn1c(=O)c2cc(OC)c(OC)cc2n(CC(=O)Nc2ccccc2OC)c1=O	-6%	15%	-37
O=C(C1CCC(Cn2c(=O)c3sccc3n(Cc3ccccc3)c2=O)CC1)N1CCOCC1 (stereo not given)	?	0%	-8
CCCNC(=O)CN1CCN(c2ncc(NC(=O)c3ccc(Cl)cc3)cc2C(=O)O)CC1	2%	11%	6

Complete entries from above.
COC(=O)c1cccc(Nc2c(-c3ccc(OC)cc3)nc3nc[nH]n23)c1 is listed with KB-3-1 cytotox = 19%; KB-V1 cytotox = 0%; DRD3 agonist = 2
CC1=C(C(=O)Nc2ccccc2)C(c2ccccc2C)n2nc(SCC(=O)c3ccc(C)cc3)nc2N1 (stereo not given) is listed with KB-3-1 cytotox = 1%; KB-V1 cytotox = 0%; DRD3 agonist = -9
Cc1cc(Br)ccc1NC(=O)Cn1cnc2sc(C)c(S(=O)(=O)N3CCN(C)CC3)c2c1=O is listed with KB-3-1 cytotox = 1%; KB-V1 cytotox = 11%; DRD3 agonist = -8

Following part:
SMILES	KB-3-1 cytotox	KB-V1 cytotox	DRD3 agonist
CN(Cc1ccccc1)C(=O)c1cc2c(s1)-c1ccc(Cl)cc1SC2	5%	-2%	1
CC(C)CC(=O)Nc1cccc(-c2cn3cccnc3n2)c1	1%	13%	-11
CCc1cccc(NC(=O)Cn2nc(-c3cc(C)ccc3C)ccc2=O)c1	2%	0%	8
COc1cc(OC)c(N(C)C(=O)c2c(C)oc3ncnc(N4CCCCC4)c23)cc1Cl	3%	0%	-13
CCCCN(C)C(=O)Cn1c(C2CC(=O)N(c3ccc(C)cc3)C2)nc2ccccc21 (stereo not given)	-4%	-8%	2
COc1cc(Cn2c(=O)sc3ccccc32)ccc1OCCC(C)C	1%	-19%	-1
CCOC(=O)c1cc(-c2ccccc2)n(-c2cccc(C(=O)Nc3ccc(OC)cc3)c2)c1C	-5%	-2%	-1
CC(C)c1ccc(NC(=O)c2ccc(NC(=O)CCS(=O)(=O)c3cccs3)cc2)cc1	?	12%	0
CC(=O)c1cccc(Nc2cc(C)nc3nc(Cc4ccccc4)nn23)c1	2%	4%	5
Cc1cccc(NC(=O)CSc2nc3ccc(NC(=O)CCc4ccccc4)cc3s2)c1	4%	1%	4
CCOC(=O)c1[nH]c2c(c1Cc1ccccc1)C(=O)CC(c1ccc(C(C)(C)C)cc1)C2 (stereo not given)	0%	-1%	-5
CCn1c(C)c(C)c2cc(C(=O)NCc3ccc(OC)cc3OC)ccc21	1%	1%	-5
CCC(C)NC(=O)Cn1c(-c2cccs2)cc2cc(Cl)ccc21 (stereo not given)	0%	3%	5
CC(C)c1ccc(NC(=O)c2ccc(F)c(S(=O)(=O)N3CCc4ccccc4C3)c2)cc1	-25%	-17%	13
Cc1ccc(Cl)cc1NC(=O)c1cnc(N2CCCCC2)c2ccccc12	-16%	-18%	-16
O=C(CCCc1nc(-c2ccc(Cl)cc2)no1)NCc1ccco1	-23%	-7%	3
Cn1c(=O)n(C)c2cc(CNCc3ccc(C(=O)O)cc3)ccc21	15%	?	6
COc1ccc(C(=O)Nc2ccc3nc(SCc4ccc(C)cc4)sc3c2)cc1	4%	5%	2
Cc1oc(-c2ccc(Cl)cc2)nc1CN1CCCC(C(=O)NCc2ccc(Cl)cc2)C1 (stereo not given)	1%	10%	-9
COc1ccc(NC(=O)N2CCCn3nc(C)cc32)cc1OC	-2%	0%	7
O=C(NCc1ccccc1)c1cccn1-c1nnc(N2CCCC2)s1	2%	-7%	1
CCOc1ccc(-c2nonc2NC(=O)COc2ccc(C)c(C)c2)cc1OCC	1%	9%	-7
CN(C(=O)CSc1nnc(COc2ccccc2)o1)c1ccccc1	0%	0%	5
O=C(Nc1ccc(C(F)(F)F)cc1)C1CCC(CNS(=O)(=O)c2cccc3nsnc23)CC1 (stereo not given)	16%	?	2
Cc1cc2oc(C(=O)Nc3sc4c(c3C(=O)NCC3CCCO3)CCCC4)cc(=O)c2cc1C (stereo not given)	7%	-14%	-6
Cc1ccc(C(=O)c2oc3ccccc3c2NC(=O)Cc2coc3c(C)c(C)ccc23)cc1	-9%	?	3
Cc1nc2scc(C)n2c(=O)c1S(=O)(=O)Nc1cccc(O)c1	-3%	-16%	2
CNC(=O)CN1C(=O)c2cccnc2Sc2ccccc21	2%	9%	-5
Cc1cc(S(=O)(=O)Nc2ccc(-c3ccc(N4CCCCCC4)nn3)cc2)c(C)cc1Cl	8%	?	13
COc1ccccc1N1CCN(C(=O)C2CCN(S(=O)(=O)c3cccs3)CC2)CC1	-5%	-3%	-10
Cc1noc(-c2ccc(N(C)Cc3ccccc3)c([N+](=O)[O-])c2)n1	-2%	9%	-11
Cc1ccc(CNC(=O)COCc2cc(-c3ccc4c(c3)OCO4)on2)cc1	-6%	7%	9
O=C(COc1ccc(F)cc1)Nc1nnc(SCc2cc(=O)n3ccccc3n2)s1	7%	7%	-11
CCN(CC)CCCNC(=O)CSc1nc2nc(C)c(Cc3ccccc3C)c(C)n2n1	7%	?	1
CCc1ccc(NC(=O)Cn2c(=O)n(Cc3ccco3)c(=O)c3oc4ccccc4c32)cc1	2%	-2%	-8
O=C(NCc1cccnc1)C1CCN(Cc2cc3ccccc3n2Cc2ccccc2)CC1	0%	-16%	-15

Of the compounds above, 2 have a nitro group on carbon.
SMILES	KB-3-1 cytotox	KB-V1 cytotox	DRD3 agonist
O=C(c1ccc([N+](=O)[O-])cc1)N1c2ncnn2C2(CCCCC2)[C@@H]2CCCC[C@@H]21	5%	8%	-11
Cc1noc(-c2ccc(N(C)Cc3ccccc3)c([N+](=O)[O-])c2)n1	-2%	9%	-11

The list is partial; rates above refer to the full screens.
